# KB-V1 cytotox: KB-V1 MDR subline cytotoxicity. KB-V1 MDR cells viability, CellTiter-Glo, 72 h. Potency, µM (doses to about 46.1 µM), for inactives: at the highest dose activity change, negative = cytotoxicity, actives largely listed as cytotoxic. hit rate 3.4% among 400,000. AID 1347076; note: potency is the fitted concentration of half-maximal effect; % is set by controls: 0 for no effect and ±100 for the full control effect; nearly all actives have a fitted effect of over 60% in size
#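 Cells of the MDR subline KB-V1 are plated, dosed with compound at multiple concentrations, and incubated 72 h at 37 degrees C; CellTiter-Glo is then added and luminescence read after 10 min.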
# GLP-1R inv ag: GLP-1 receptor (human) inverse agonism | P43220 | HEK293 GLP-1R CRE-luciferase, luminescence, 24 h; GLP-1R form is constitutively active | Potency, µM (series often up to 38.3 µM), for the others: at the top dose activity change, negative = inhibition, usual class: inhibitors | hit rate 1.6% among 410,000 | AID 624417; note: potency is the fitted concentration of half-maximal effect; % is set by controls: 0 for no effect and ±100 for the full control effect; nearly all actives have a fitted effect of over 55% in size
# Target sequence (P43220 whole entry, looked up): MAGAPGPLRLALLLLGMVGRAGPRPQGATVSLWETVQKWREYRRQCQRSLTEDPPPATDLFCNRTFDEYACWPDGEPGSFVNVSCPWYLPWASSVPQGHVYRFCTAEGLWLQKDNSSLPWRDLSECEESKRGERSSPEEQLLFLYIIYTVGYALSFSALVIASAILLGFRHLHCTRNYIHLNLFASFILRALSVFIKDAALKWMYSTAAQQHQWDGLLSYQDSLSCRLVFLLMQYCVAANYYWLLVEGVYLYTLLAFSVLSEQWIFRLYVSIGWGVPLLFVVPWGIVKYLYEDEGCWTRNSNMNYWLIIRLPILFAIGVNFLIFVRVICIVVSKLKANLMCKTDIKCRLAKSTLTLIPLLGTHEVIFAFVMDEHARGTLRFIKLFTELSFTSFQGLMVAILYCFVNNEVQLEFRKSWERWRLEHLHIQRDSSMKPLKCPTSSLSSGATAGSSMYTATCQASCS
#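 Using stably transfected HEK293 (constitutively active GLP-1R, cAMP-luciferase reporter), compounds were incubated 24 hr and luciferase measured by luminescence.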
# aSyn yeast inh: alpha-synuclein toxicity inhibition in yeast. Yeast expressing alpha-synuclein, growth rescue, BacTiter-Glo, 24 h. Potency, µM (doses to about 46.1 µM), inactives show at the top dose growth rescue (activation), hits mostly activators. hit rate 0.14% among 370,000. AID 652106; note: potency is the fitted concentration of half-maximal effect; % of control where 0% means no effect; nearly all actives have a fitted effect of over 65% in size
#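 Readout is rescue of growth in alpha-synuclein-expressing yeast, so inhibitors of toxicity appear as activators. Growth after 24 hr at 30 deg C in galactose medium is quantified by luminescence.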
# HEK293 tox: cytotoxicity counter-screen for GLP-1 receptor inverse agonists; HEK293 cAMP-luciferase reporter cells, luminescence, 24 h; AID 624418; hit rate 0.13% among 410,000; Potency, µM (doses to about 38.3 µM), inactives show at the top dose activity change, negative = inhibition, actives largely listed as inhibitors;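 note: loss of luciferase light is scored as toxicity; potency is the fitted concentration of half-maximal effect; % is set by controls: 0 for no effect and ±100 for the full control effect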
#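 Seeding density was 200 cells/uL; after overnight-length (12 h) culture, 23 nL compounds went on for 24 h at 37 °C. Readout used a luciferase detection reagent, luminescence taken after 12 min at room temperature.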
# DRD3 agonist: activates the human D3 dopamine receptor | P35462 | D3R DiscoveRx beta-arrestin cells, luminescence, 90 min | max activation, % | hit rate 0.58% among 410,000 | AID 652048; in the data active = max activation above about 30%; note: 0% is about no effect; mostly tested at two doses, the higher about 12 µM
#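 Agonist-mode cell screen: cells plated at 1500/well and incubated overnight at 37 °C, then exposed to library compounds for 90 min at 37 °C. Detection reagent was added for 30–60 min at room temperature, and luminescence was read.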
# TDP43 rescue: inhibitors of TDP-43 toxicity in yeast; TDP-43 expressing yeast growth rescue, BacTiter-Glo, 24 h; Potency, µM (doses to about 46.1 µM), for inactives: top-dose growth rescue (activation), hits mostly activators; hit rate 1.8% among 410,000; AID 652104; note: potency is the fitted concentration of half-maximal effect; % of control where 0% means no effect; nearly all actives have a fitted effect of over 50% in size
#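 In this qHTS, compounds that restore growth of yeast expressing TDP-43 appear as activators. Cells (OD600=0.02, galactose medium, raffinose-pregrown) are incubated with compound 24 hr at 30 deg C and growth is quantified by BacTiter-Glo.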
# DRD3 antagonist: D3 dopamine receptor (human) antagonism. P35462. D3R cells, DiscoveRx beta-arrestin luminescence, antagonist mode; active compounds read low. max response, negative = inhibition, %. hit rate 2.5% among 360,000. AID 652054; in the data active = max response below about -50%; inconclusive = no clear call, values can overlap the other calls; note: % is set by controls: 0 for no effect and ±100 for the full control effect; mostly tested at two doses, the higher about 12 µM
#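 Cells plated overnight at 1500 cells/well, then exposed to library compounds with dopamine controls for 90 minutes at 37 degrees C. DiscoveRx reagent added for 30–60 minutes at room temperature; luminescence read, quantitative HTS format.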
# PTHR1 agonist: agonists of human PTHR1 parathyroid hormone receptor; HEK293 GP2 PTHR1 cells, GloSensor cAMP luminescence, 1 h; Potency, µM (titrated, usually from 115 µM), for inactives: top-dose activation, actives largely listed as activators; hit rate 0.075% among 410,000; AID 743266; note: potency is the fitted concentration of half-maximal effect; nearly all actives have a fitted effect of over 55% in size; some results filed as inactive show a strong effect at the top dose; inactives centre near -15; many of its hits are not listed in these tables
# Target sequence (Q03431 whole entry, looked up): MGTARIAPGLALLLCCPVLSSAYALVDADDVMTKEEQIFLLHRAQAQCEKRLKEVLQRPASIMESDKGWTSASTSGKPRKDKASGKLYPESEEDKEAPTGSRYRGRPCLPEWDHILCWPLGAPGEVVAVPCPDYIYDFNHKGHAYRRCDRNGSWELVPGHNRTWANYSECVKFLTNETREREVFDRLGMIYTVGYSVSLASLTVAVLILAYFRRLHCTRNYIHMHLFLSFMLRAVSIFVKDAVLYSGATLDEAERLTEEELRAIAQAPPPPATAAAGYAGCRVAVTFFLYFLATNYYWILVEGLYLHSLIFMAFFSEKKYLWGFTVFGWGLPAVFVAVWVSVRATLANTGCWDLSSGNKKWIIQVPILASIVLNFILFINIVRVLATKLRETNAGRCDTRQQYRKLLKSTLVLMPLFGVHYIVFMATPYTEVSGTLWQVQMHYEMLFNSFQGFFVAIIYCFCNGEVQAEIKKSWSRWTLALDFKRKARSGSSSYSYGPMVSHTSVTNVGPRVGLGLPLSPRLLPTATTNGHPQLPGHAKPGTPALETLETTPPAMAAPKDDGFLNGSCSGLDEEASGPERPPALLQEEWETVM
#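 HEK-293-derived GP2 cells expressing PTHR1 and a GloSensor cAMP reporter, 3,000/well, plated overnight, given luciferin plus IBMX (each 0.5 mM as added) for 1 h at 37 °C, then compound for 1 h at 37 °C. Luminescence was read after 15 min at room temperature.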
# GLP1R ag: activates the human GLP-1 receptor; P43220; HEK293 GLP-1R CRE-luciferase, luminescence, 4-6 h; cells express a hypersensitive GLP-1R form; Potency, µM (highest dose often 45.6 µM), for inactives: top-dose activation, most hits filed as activators; hit rate 0.007% among 380,000; note: potency is the fitted concentration of half-maximal effect; % of control where 0% means no effect
# * = called active by the depositor; i = inactive; ? = inconclusive; · = no result given; & = joins results of further samples; [ ] = another dose, or the depositor's remark. Unless noted, calls come from the whole dose curve; as a rule, active = well fitted curve in the direction sought with a large enough effect; inconclusive = small, poorly fitted or top-dose-only effect, or another doubt; inactive = no such curve, though single readings can be large; an effect the other way counts as inactive or inconclusive. A portion of the library, so the mix of outcomes need not match the whole.
mol,TDP43 rescue,DRD3 antagonist,GLP-1R inv ag,DRD3 agonist,GLP1R ag,HEK293 tox,KB-V1 cytotox,aSyn yeast inh,PTHR1 agonist
COc1cc(-n2nnnc2SC)c(OC)cc1Cl,11%,30,-8%,6,0%,12%,13%,0%,1%
O=C(COc1cccc2cccnc12)Nc1nccs1,21%,-12,?,-1,0%,5%,-1%,1%,-27%[57.5 µM]
COc1cccc(-c2n[nH]c3c2CCC3)c1,0%,5,-2%,5,5%,-8%,18%,2%,-4%
Cc1cccc(N2CCN(C(=O)Cn3cccc3C(=O)c3ccccc3)CC2)c1C,?,-12,0%,4,0%,5%,16µM*,1%,14%[57.5 µM]
O=C(NCCCN1CCCC1=O)c1ccc([N+](=O)[O-])s1,-15%,9,16%,7,0%,5%,-4%,0%,i
CC(Nc1ccc(Cl)cc1)C(=O)NN (stereo not given),-16%,22,-19%,5,1%,-4%,6%,1%,-17%
CCc1nc2c(OCc3ccc(C(F)(F)F)cc3)cccn2c1N(C)C(=O)c1ccncc1,0%,10,22%,4,4%,-2%,?,1%,i
COC(=O)C1=C(C(=O)OC)[C@]2([C@H]3CC=CCN[C@@H](Cc4ccccc4)C(=O)N3Cc3ccccc3)C=C[C@H]1O2,-1%,91,?,14,0%,11%,-18%,2%,-6%
O=C(NCCc1ccccc1Cl)C1CCC(=O)N(CCCc2ccccc2)C1 (stereo not given),11%,2,?,5,10%,-8%,5%,2%,i
COc1ccc(Cn2c(=O)[nH]c3cc(C(=O)N4CCN(c5ccccn5)CC4)ccc3c2=O)cc1,-8%,-1,-11%,12,14%,2%,5%,1%,-20%
Cc1ccccc1NC(=O)Cn1c(C)nc2ccc(NC(=O)C3CC3)cc2c1=O,-14%,-9,0%,-2,-2%,3%,7%,5%,i
Nc1ccc(NC(=O)c2cccc(C(=O)Nc3ccc(N)cc3Cl)c2)c(Cl)c1,-16%&-3%,-6,?,-3&0,10%,?,?,-1%,-23%
CCN(CC)S(=O)(=O)c1cc(NC(=O)CN2CCN(c3ccccn3)CC2)ccc1C,-9%,6,-30%,91*,2%,-10%,-7%,11%,-26%
Cc1nc2nc(C)c(CCC(=O)NC(C)c3ccc4c(c3)OCCO4)c(C)n2n1 (stereo not given),4%,-9,-2%,2,-7%,-11%,23%,9%,i
Cc1ccc(S(=O)(=O)N(C)Cc2ccc(C(=O)N/N=C/c3ccc(OC(F)F)cc3OC(F)F)cc2)cc1,3%,6,?,0,0%,-9%,5.8µM*,-14%,-27%

# The listing continues:
mol,TDP43 rescue,DRD3 antagonist,GLP-1R inv ag,DRD3 agonist,GLP1R ag,HEK293 tox,KB-V1 cytotox,aSyn yeast inh,PTHR1 agonist
C[C@H]1CN([C@@H](C)CO)C(=O)Cc2cc(NS(=O)(=O)c3cn(C)cn3)ccc2O[C@@H]1CN(C)C(=O)Nc1ccc(F)cc1,8%,2,12%,17,6%,?,?,-5%,-10%
O=C(Cc1ccc(-n2c(=O)[nH]c3ccccc3c2=O)cc1)N1CCN(c2cccc(Cl)c2)CC1,14%,37,-17%,2,-8%,-20%,-11%,9%,-8%[57.5 µM]
CCC(c1nnnn1CCOC)N(Cc1ccc(C)cc1)Cc1cc2cc(OC)ccc2[nH]c1=O (stereo not given),-19%,18,79%[activator],-6,9%,36%[activator],23µM*,-2%,-20%
c1cc2c(cc1-c1[nH]ncc1CN1CC3C[C@@H]4CC1C[C@H](C3)C4)OCO2,-18%,1,-17%,22,8%,6%,0%,-7%,-3%
COc1ccc(CNc2nc(-c3ccco3)nn2C(=O)c2ccccc2C)cc1,17%,·,?,0,·,-4%,-2%,·,i
Cc1ccc(Cn2c(CCNc3nc(-c4ccc(C)cc4)cs3)nc3cc(C(=O)NCCCO)ccc32)cc1,8%,6,8%,31*,16%,7%,0%,0%,-18%
CC(=O)Nc1cccc(-c2ccnc3c2CC(C)(C(=O)Nc2cccc(NS(C)(=O)=O)c2)O3)c1 (stereo not given),17%,-18,6%,-1,6%,-4%,5%,-1%,i
COC(=O)CC1C(=O)NCCN1C(=S)Nc1cccc(C)c1 (stereo not given),-10%,-6,-19%,-2,10%,8%,-13%,11%,i
Cc1ccc(S(=O)(=O)N/N=C/c2cccc3c2OCCO3)cc1,25%,-10,0%,3,-13%,-12%,?,-1%,i
CCOc1ccc(C(=O)N2CCN(c3ccccn3)CC2)cc1,22%,-10,2%,1,-2%,-1%,-2%,4%,i
CCOCCCNC(=O)CSc1nc2nc(C)c(Cc3ccccc3)c(C)n2n1,4%,-7,10%,0,11%,-1%,-13%,4%,i
COc1ccccc1NC(=O)CS(=O)(=O)c1cn(CC(=O)N2CCCC2)c2ccccc12,-9%,-1,3%,0,1%,10%,7%,0%,-24%
COc1cc(NC(=O)c2ccc(NC3=NC4CS(=O)(=O)CC4S3)cc2)cc(OC)c1OC (stereo not given),0%,?,2%,-15,-6%,24%,26%,-6%,i
Cn1c(=O)c2ccccc2n2c(CCl)nnc12,-21%,0,19%,2,0%,?,?,-4%,i
Cc1cccc(CNC(=O)CSCc2cnn(-c3ccccc3)c2-n2cccc2)c1,21%,·,?,-9,·,-2%,·,·,-18%

# Next section
mol,TDP43 rescue,DRD3 antagonist,GLP-1R inv ag,DRD3 agonist,GLP1R ag,HEK293 tox,KB-V1 cytotox,aSyn yeast inh,PTHR1 agonist
OCCNc1ncnc2c1ncn2[C@H]1CN(Cc2ccco2)C[C@@H](CO)O1,5%,0,3%,6,-3%,6%,-17%,-4%,10%
CCc1c(O)nc(SCC(=O)NCc2ccco2)[nH]c1=O,4%,7,28%,-10,-5%,14%,21%,-1%,i
O=C1N2CCSC2=NC1(Nc1nccs1)C(F)(F)F (stereo not given),11%,9,-11%,0,-4%,3%,7%,2%,-6%[57.5 µM]
CC(C)CC(=O)NNC(=S)NCc1ccco1,12%,5,5%,4,1%,19%,3%,-2%,-11%
O=C(c1cc2ccccc2o1)N1CCN(S(=O)(=O)c2ccccc2)CC1,11%,11,0%,-4,5%,5%,-20%,1%,i
CCOc1ccc(NC(=O)CCC(=O)N/N=C/c2ccc([N+](=O)[O-])s2)cc1,-94%[inhibitor],11,16%,-7,7%,9%,?,-61%[inhibitor],i
Cc1cc(C(=O)OCC(=O)N(C)c2ccccc2)c2ccccc2n1,?,15,-22%,15,14%,-10%,-23%,3%[1.84 µM],-30%[inhibitor]
CC(c1ccco1)N(C(=O)c1ccc(C(F)(F)F)cc1)c1ccccn1 (stereo not given),-17%,-11,-32%,-6,-14%,17%,-22%,-3%,-18%
Cc1nnsc1C(=O)NC1CCCCC1,-22%,?,14%,-8,-5%,5%,8%,-2%,i
COC(=O)c1c(C)[nH]c(O)c1C=Nc1ccc(Oc2ccccc2)cc1,-6%,8,13%,-18,17%,19%,-12%,1%,-11%
Cc1cccc(-c2ccc3c(c2)C2CC3CCN2C(=O)OCc2ccccc2)c1 (stereo not given),3%,20,?,0,1%,-1%,7%,4%,0%
COCCNC(=O)CN(c1ccccc1OC)S(C)(=O)=O,-13%,-26,-14%,-14,-5%,-4%,5%,-2%,i
COc1cc(SC)ccc1C(=O)OC(C)C(=O)Nc1ccc(NC(C)=O)cc1 (stereo not given),-14%,-16,19%,-7,20%,-4%,-14%,1%,-17%
CC(NS(=O)(=O)c1cccc(C(=O)N(C)Cc2ccc(N3CCOCC3)cc2)c1)c1ccccc1 (stereo not given),-5%,11,20%,0,-5%,4%,0%,-7%,-19%
CN1CCN(C(=O)CC2C(=O)NCCN2Cc2ccc(-c3ccccc3)cc2)CC1 (stereo not given),2%[9.22 µM],-6,-4%,2,10%,-4%,23%,9%,i

# (continued)
mol,TDP43 rescue,DRD3 antagonist,GLP-1R inv ag,DRD3 agonist,GLP1R ag,HEK293 tox,KB-V1 cytotox,aSyn yeast inh,PTHR1 agonist
O=C1C(Cl)=C(N2CCN(Cc3ccccc3)CC2)C(=O)N1Cc1ccccc1,-3%,0,?,-1,10%,100%[activator],?,-4%,-78%[inhibitor]
CCC(C)OC(=O)C(C)Oc1ccc(-c2ccccc2)cc1 (stereo not given),20%,26,-9%,2,0%,2%,8%,0%,i
CCCn1c(O)c(CN2CCCC(C)C2)c(C)c(C#N)c1=O (stereo not given),-8%,0,8%,-5,-2%,16%,0%,0%,i
Cc1ccc(CNC(=O)C2CCCN(c3nc4ccccc4o3)C2)cc1 (stereo not given),7%,-1,-6%,0,-3%,1%,10%,-1%,17%
CCN(CC)C(=O)c1cccc(NC(=O)c2cc(-c3ccccn3)nc3ccccc23)c1,24%,44,-18%,6,2%,-21%,-36%,1%,-21%
COc1cc(O)oc1C=Nc1ccccc1,12%,-2,33%[activator],0,-1%,6%,15%,4%,i
COc1ccc(C(CC(=O)O)c2ccc3c(c2)OCO3)cc1 (stereo not given),15%,?,-5%,-1,0%,14%,26%,2%,-2%
Cc1nc(-c2ccncc2)sc1C(=O)Nc1ccc(Cl)cc1,-8%,8,8%,-2,16%,4%,-16%,-8%,i
Nc1ccc2oc(-c3ccccc3Br)nc2c1,28%,·,7%,1,·,2%,-4%,·,-27%
Cc1cc(Br)cc(Br)c1OCC(=O)NNC(=O)Nc1ccccc1,-27%,-10,-27%,-8,9%,7%,4%,-1%,i
CCOC(=O)C1CCN(C(=O)Nc2ccc(NC(=O)C3CCN(C(=O)OCC)CC3)cc2)CC1,-10%,7,25%,-7,16%,6%,0%,3%,19%[57.5 µM]
COc1ccc(NC2CCCN(C(=O)CCN3CCCO3)C2)cc1 (stereo not given),13%,23,1%,1,-1%,-12%,9%,3%,i

# Some values from the entries so far:
# CCCn1c(O)c(CN2CCCC(C)C2)c(C)c(C#N)c1=O (stereo not given) – DRD3 antagonist = 0
# O=C1C(Cl)=C(N2CCN(Cc3ccccc3)CC2)C(=O)N1Cc1ccccc1 – PTHR1 agonist = -78%[inhibitor]

# Assay outcomes: PubChem, National Center for Advancing Translational Sciences (NCATS)
